High-throughput results as filed in PubChem BioAssay.
GalR3 antag = human GalR3 antagonism. inhibition, % at 3 µM. HEK293 GalR3-CNG cAMP membrane potential fluorescence; galR3 body fused to GalR1 C-terminus. actives 0.44% (n = 360,000);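 active = inhibition above the screen-wide average plus 3 SD, cut at about 13% in these data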;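 note: forskolin and galanin both at EC90 stimulate the cells; cAMP rise reported by CNG channel membrane potential dye signal; 0% = forskolin plus galanin with DMSO and 100% = forskolin alone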
CRFR2-BP antag = antagonists of CRF-binding protein/CRF-R2 receptor complex. HEK293 CRF-R2/CRF-BP, CRF-induced calcium fluorescence. actives 0.59% (n = 350,000). inhibition, % at 11.8 µM. AID 588475;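 active = inhibition of the ligand-induced calcium signal above about 50% at the single tested concentration, limit read from the data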
VIM-2 inh = inhibitors of Pseudomonas aeruginosa VIM-2 metallo-beta-lactamase; purified VIM-2, nitrocefin hydrolysis, epi-absorbance fluorescence; inhibition, % at 5.6 µM; actives 0.89% (n = 290,000); AID 1527;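 active = inhibition above the mean of all tested compounds plus 3 SD, cutoff set per screening run, cut at about 7.5% in these data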;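 note: red hydrolysis product quenches plate fluorescence so inhibitors raise well fluorescence; 0% = enzyme with DMSO and 100% = DMSO without enzyme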
HCV NS3 hel inh = blocks Hepatitis C virus NS3 helicase unwinding. AID 1800. inhibition, % at 10.9 µM. NS3 helicase DNA unwinding, Cy5 molecular beacon fluorescence. actives 0.56% (n = 290,000);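 active = inhibition above the mean of all tested compounds plus 3 SD, set per campaign, cut at about 35% in these data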;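 note: 0% = DMSO wells and 100% = thioflavine S control wells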
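Test system: hepatitis C virus NS3 helicase domain fragment enzyme. Also added: annealed dual-labelled DNA beacon duplex, ATP-started. Timing: 60 min unwinding reaction at 25 °C after ATP addition. Technique: Cy5 fluorescence. Measure: % inhibition of unwinding.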
p-CIP stab down = lowers stability of the mouse p/CIP coactivator protein; Q05BA5; F442A p/CIP-EGFP cells, EGFP fluorescence, 16 h; decrease of EGFP signal, % at 10 µM; actives 0.01% (n = 290,000);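 active = EGFP signal decrease of at least 30% at 10 µM or well 3 SD below plate mean, unless failing retest; inactive = the rest, including hits failing retest or dose response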; note: some compounds called inactive have numbers as strong as hits; many of its hits are not listed in these tables
Target sequence (Q05BA5 1-1403): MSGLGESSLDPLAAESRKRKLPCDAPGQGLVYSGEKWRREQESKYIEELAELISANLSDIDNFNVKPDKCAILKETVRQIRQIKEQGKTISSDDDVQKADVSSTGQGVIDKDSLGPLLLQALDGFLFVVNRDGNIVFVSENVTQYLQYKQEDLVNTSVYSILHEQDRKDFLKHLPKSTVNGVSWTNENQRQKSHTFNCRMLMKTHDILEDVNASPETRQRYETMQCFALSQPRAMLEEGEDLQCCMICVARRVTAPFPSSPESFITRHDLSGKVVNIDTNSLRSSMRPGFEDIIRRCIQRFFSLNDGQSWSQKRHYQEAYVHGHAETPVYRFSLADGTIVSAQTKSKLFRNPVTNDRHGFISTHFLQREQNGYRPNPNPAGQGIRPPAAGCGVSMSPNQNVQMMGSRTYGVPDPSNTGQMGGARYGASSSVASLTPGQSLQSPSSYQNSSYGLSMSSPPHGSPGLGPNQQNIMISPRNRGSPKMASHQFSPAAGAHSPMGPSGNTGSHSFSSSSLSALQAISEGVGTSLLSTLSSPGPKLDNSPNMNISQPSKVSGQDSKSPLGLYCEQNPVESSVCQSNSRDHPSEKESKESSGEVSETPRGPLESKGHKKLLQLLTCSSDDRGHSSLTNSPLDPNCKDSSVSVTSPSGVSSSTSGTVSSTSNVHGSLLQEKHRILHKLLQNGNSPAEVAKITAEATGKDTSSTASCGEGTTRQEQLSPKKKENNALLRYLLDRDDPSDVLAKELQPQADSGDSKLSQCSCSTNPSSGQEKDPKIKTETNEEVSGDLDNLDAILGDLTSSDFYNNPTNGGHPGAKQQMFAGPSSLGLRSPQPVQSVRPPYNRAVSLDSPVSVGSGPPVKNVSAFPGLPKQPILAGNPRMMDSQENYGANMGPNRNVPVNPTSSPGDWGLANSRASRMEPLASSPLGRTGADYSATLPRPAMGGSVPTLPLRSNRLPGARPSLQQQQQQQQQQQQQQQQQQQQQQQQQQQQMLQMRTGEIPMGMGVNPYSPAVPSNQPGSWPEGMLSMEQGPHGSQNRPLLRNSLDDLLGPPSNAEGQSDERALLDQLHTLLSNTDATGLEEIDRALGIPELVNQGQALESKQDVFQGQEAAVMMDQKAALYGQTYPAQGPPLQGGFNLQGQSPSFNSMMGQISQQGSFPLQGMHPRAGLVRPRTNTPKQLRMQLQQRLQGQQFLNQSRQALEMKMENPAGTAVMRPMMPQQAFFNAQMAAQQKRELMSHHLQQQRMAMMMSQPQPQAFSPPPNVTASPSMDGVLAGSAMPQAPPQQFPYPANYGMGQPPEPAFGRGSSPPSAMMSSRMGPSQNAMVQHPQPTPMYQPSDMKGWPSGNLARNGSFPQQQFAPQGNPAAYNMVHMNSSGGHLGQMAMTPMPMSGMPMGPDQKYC
IMP-1 inhibitor = inhibitors of Pseudomonas aeruginosa IMP-1 metallo-beta-lactamase | purified IMP-1, nitrocefin hydrolysis, epi-absorbance fluorescence | inhibition, % at 5.6 µM | actives 0.45% (n = 290,000);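 active = inhibition above the mean plus 3 SD of all compounds in the same screening run, cut at about 4.5% in these data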;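 note: 0% = IMP-1 with DMSO and 100% = DMSO wells lacking enzyme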
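System – purified recombinant IMP-1 beta-lactamase · Input – IMP-1 dispensed at 0.2 nM · Timing – 15 min preincubation plus 25 min reaction at 25 °C · Signal – Epi-absorbance fluorescence, 480 nm excitation, 530 nm emission · Measure – percent IMP-1 inhibition derived from blank-referenced optical density · Controls – Enzyme-plus-DMSO low control, enzyme-free DMSO high control · Replication – singlicate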
IDE cell inh = inhibitors of human insulin-degrading enzyme in cells; P14735; HEK cells, FAbetaB cleavage, fluorescence polarization; inhibition, % at 5.59 µM; actives 0.41% (n = 320,000); AID 434962;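 active = percent inhibition above the average of all tested compounds plus 3 SD, set per screening campaign, cut at about 16% in these data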;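 note: IDE supplied by intact live HEK cells; FP after avidin binding of uncleaved biotin substrate so inhibition keeps polarization high; 0% = DMSO wells and 100% = 60 µM reference IDE inhibitor Ii1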
IDE act = IDE (human) activation, cell-based; HEK cells, FAbeta-B cleavage, fluorescence polarization; 0% vehicle, 100% cell-free pure enzyme wells; P14735; actives 0.073% (n = 340,000); activation, % at 5.96 µM;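 active = activation above the mean of all tested compounds plus 3 SD, set per screening campaign, cut at about 17% in these data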
UBC9 SUMO inh = inhibitors of human SUMOylation (UBC9). HTRF SUMOylation assay, SAE1/SAE2 + UBC9, in vitro. inhibition, % at 35 µM. P63279. AID 2006. actives 0.36% (n = 290,000); in the data active = inhibition above about 50%, passing the limit was not always enough; note: strong numbers were not always called active
The depositor's hits bear a star; . = no result given; & = joins results of further samples.

GalR3 antag	CRFR2-BP antag	VIM-2 inh	HCV NS3 hel inh	p-CIP stab down	IMP-1 inhibitor	structure	IDE cell inh	IDE act	UBC9 SUMO inh
-6	-14	-0.9	-8	5	-4.0	CC(C)(C)n1nc2c(c1NC(=O)Cc1cccc3ccccc13)CS(=O)(=O)C2	7	2	8
-2	-1	1.0	77*	1	-3.6	Cc1cccc(NC(=S)NC(=O)/C=C/c2ccco2)n1	4	-3	8
-9	11	-0.8	27	-5	1.3	N#CCc1nn2c(-c3ccccc3)ccnc2c1C#N	5	-3	33
-1	-1	-2.3	-3	8	-2.0	CC(=O)Nc1ccc(S(=O)(=O)NCCc2cn3nc(C)c(C)nc3n2)cc1	-1	4	23
-3	0	-5.0	21	-13	-7.1	CCOC(=O)c1c(N)sc2c1CCC1C(=O)N(C3CCCCC3)C(=O)C21 (centres undefined)	12	5	41
-4	-9	-0.5	6	-3	-3.6	Cc1ccsc1/C=N/n1c(COc2ccccc2)n[nH]c1=S	5	5	-7
-4	-3	.	.	.	.	Cn1nc(C(=O)Nc2cccc(S(=O)(=O)N3CCOCC3)c2)c2ccccc2c1=O	2	6	.
-7	10	12*	6	15	-2.4	Cc1nnc2c(NC3CCCC3)nc3ccccc3n12	-1	1	13
-1	6	-2.8	5	7	-3.0	COc1ccccc1C(=O)NCC(=O)NC1CCCc2ccccc21 (centres undefined)	3	2	19
2	39	0.4	-11	7	-1.4	CCOC(=O)C1CCCN(CCC(=O)Nc2cccc(C)c2)C1 (centres undefined)	3	8	-10
-4	7	-5.6	-4	8	-2.2	COc1ccccc1C(=O)N=Nc1c(O)[nH]c2ccc([N+](=O)[O-])cc12	.	4	-1
-2	0	-1.7	13	-16	-5.1	CC1CCN(C(=O)c2ccc(NS(=O)(=O)c3ccccc3)cc2)CC1	8	3	-13
1	-5	-0.6	-5	-6	-0.5	C=CCn1c(SCC(=O)c2ccccc2)nnc1-c1cc2ccccc2o1	0	3	24
0	-7	-0.4	11	0	-1.7	Cc1ccc2cc3cc(C(=O)N4CCN(Cc5ccccc5)CC4)sc3nc2c1	-4	1	20
-16	-20	-1.7	-75	-8	-1.2	COc1ccc(OCC(O)CNCCOc2ccccc2OC)c(C(C)(C)C)c1 (centres undefined)	-2	2	7
-7	3	-1.0	-5	-5	-0.8	COc1ccc(NC(=O)CCC(=O)Nc2cc(OC)c(NC(=O)c3cccs3)cc2OC)cc1	-4	4	20
-6	0	-1.2	-1	-11	-1.6	CCOc1ccc(NC(=O)NC(C)CC)cc1 (centres undefined)	-6	4	16
-3	-4	-3.4	0	-10	-3.0	O=Cc1ccc(Oc2ncccn2)cc1	-3	1	5
-6	-3	-1.2	4	8	-2.8	CC1CCC2C(=O)N(c3ccc(S(=O)(=O)c4ccccc4)cc3)C(=O)C2C1 (centres undefined)	5	2	-1
5	-2	0.0	1	-1	-2.3	Cc1cc(C)c(NC(=O)CN)c(C)c1	-3	2	0
-5	-44	-2.8	-7	-25	-3.1	Cc1cc(NC(=O)c2cccs2)n(-c2nc3ccccc3[nH]2)n1	1	-5	13
-8	17	-2.9	0	-2	-0.8	CC1CN(C(=S)SCC(=O)c2ccc([N+](=O)[O-])cc2)CC(C)O1 (centres undefined)	0	3	-4
-8	65*	-1.3	-2	-17	-4.5	CC(C)(C)S(=O)(=O)/C(C#N)=N/Nc1ccc(Cl)cc1	3	3	-4
-3	-23	-5.3	-20	-10	-4.4	COc1cccc(O)c1CN1CCCC(C(=O)c2cccc(C(F)(F)F)c2)C1 (centres undefined)	5	0	-7
-5	3	.	.	.	.	CCOC(=O)c1ccc(S(=O)(=O)Nc2cc(S(=O)(=O)N3CCOCC3)ccc2O)cc1	6	1	.
0	11	.	.	.	.	O=C(COC(=O)COc1cccc(C(F)(F)F)c1)Nc1ccc(N2CCOCC2)cc1	9	2	.
1	-10	-1.5	-7	-13	-0.6	COc1cc(/C=C/C(=O)OCN2C(=O)c3ccccc3C2=O)ccc1OC(F)F	.	4	-6
-2	-11	1.4	4	-1	-1.0	CCOC(=O)C(CCOc1cccc(CC)c1)C(=O)OCC	1	7	26
-7	4	0.0	5	0	-1.1	COc1cc(NC(=O)CNC(=O)Cn2ccc3ccccc3c2=O)cc(OC)c1OC	3	4	1
7	4	0.5	9	2	-2.5	Cc1oc(C)c(C(=O)O)c1C(=O)O	6	4	-2
-6	-21	-1.6	-4	-14	-1.8	CS(=O)(=O)N(CC(=O)N1CCCCC1)C1CCCCC1	1	4	6
-1	-13	-2.6	-7	-10	0.0	COc1ccc(/C=N/NC(=O)c2ccc(OC)c(OC)c2)cc1COc1c(F)c(F)c(F)c(F)c1F	.	4	8
-2	16	-1.0	-1	-12	64*	CSc1nc(SCC(=O)O)c2sc3nc(-c4ccccc4)c4c(c3c2n1)CCC4	.	1	-7
-3	7	-2.4	-14	-11	-3.2	O=S(=O)(NN1CCOCC1)c1ccc(Cl)s1	1	6	16
-2	-4	.	.	.	.	O=C(CN1C(=O)C2CCCCC2C1=O)Nc1cc([N+](=O)[O-])ccc1F (centres undefined)	2	1	.
-5	-20	0.4	-1	-5	1.4	O=C(CCCSc1nc2ccccc2c(=O)[nH]1)c1ccccc1	0	2	6
-4	9	-3.3	-3	-3	-4.4	Cc1ccc2nc(SCC(=O)N/N=C/c3ccco3)cc(C)c2c1	-2	1	12
-3	-4	-6.8	3	-3	-2.5	O=C(NNC(=O)C1C2C=CC(C2)C1C(=O)O)c1cc(Cl)ccc1O (centres undefined)	.	0	4
.	-32	-1.6	-37	-1	0.2	OC(CN1CCN(C(c2ccccc2)c2ccccc2)CC1)c1ccccc1 (centres undefined)	-1	-7	-13
-4	-6	.	.	.	.	CCCOc1ccc(NC(=O)CC2C(=O)Nc3ccccc3N2CC(=O)N2CCCC2)cc1 (centres undefined)	-3	5	.
1	12	1.1	6	-11	-1.0	COc1cccc(N2CCN(S(=O)(=O)c3ccc4c(c3)oc(=O)n4C)CC2)c1	2	5	11
-7	25	-2.0	1	-5	-1.6	O=C(CN1CCN(c2cccc(Cl)n2)CC1)N1CC(O)CO1 (centres undefined)	-3	-4	9
-5	88*	-1.2	-7	13	-3.0	O=C(NCCc1csc(-c2ccccc2)n1)c1c(F)cccc1Cl	-6	-1	54
-3	-10	-0.6	5	4	-0.6	Cc1nc(SC2CC(=O)N(c3ccccc3)C2=O)n[nH]1 (centres undefined)	-1	-7	3
-4	-1	-0.5	-6	-25	-2.9	OC1(c2cccc(C(F)(F)F)c2)CCN(Cc2nnnn2CCc2ccccc2)CC1	3	-1	2
-1	-8	-0.2	-14	3	-0.2	Cc1cc(C)cc(N(CC(=O)O)S(=O)(=O)c2c(C)[nH]c(=O)[nH]c2=O)c1	0	1	9
3	0	.	.	.	.	C[C@@H]1CC[C@]2(O[C@H](CCO)C[C@@H](O)[C@@H]2O)O1	1	7	.
-7	-5	0.8	-3	-5	-1.4	CCOC(=O)CSc1nc(C)c2cc(C)c(C)cc2n1	-4	0	14
-6	2	-3.0&-2.7	6&-19	-5&-4	-7.8&-1.1	OCC1(CO)COC2(CCCC2)N1	-4	3	5&7
-6	2	-1.6	11	-12	-0.2	Nc1sc2c(c1C(=O)c1ccccc1)CCCC2	7	2	36

New compounds follow:
GalR3 antag	CRFR2-BP antag	VIM-2 inh	HCV NS3 hel inh	p-CIP stab down	IMP-1 inhibitor	structure	IDE cell inh	IDE act	UBC9 SUMO inh
-2	-11	-3.1	3	9	-2.8	O=C(NCCNc1ccc([N+](=O)[O-])cc1)c1cccc(Br)c1	9	-5	0
-5	-7	0.1	1	8	-2.5	O=C(Oc1c(Cl)cc(Cl)c2ccccc12)N1CCCC1	-1	5	-30
-2	-11	0.8	6	4	-0.9	O=C(NCCc1cccc(F)c1)[C@@H]1CSC2c3ccccc3C(=O)N21 (some centres undefined)	-1	0	-7
1	9	2.6	24	7	-0.8	CCCc1nc2c(=O)n(C)c(=O)[nH]c2n1CCC	-4	2	-5
-5	-16	-7.1	2	0	-5.5	O=C(Nc1nccs1)C1C2/C=C\CCCCC21 (centres undefined)	3	5	8
1	5	-0.8	0	-8	-0.4	CCC(=O)Nc1ccc2c(c1)ncn2-c1ccc(OC)cc1	13	-1	-15
-2	19	-3.4	-3	-4	-1.3	O=C(NCc1cccs1)c1cnn2cccnc12	-6	-4	10
-6	40	-2.2	-7	1	-1.2	Cc1cccc(/C=N/NC(=O)Cn2nnnc2N)n1	-6	10	12
-2	10	-0.6	-2	3	-1.4	COc1ccc(C(=O)Nn2c(C)nnc2-n2nc(C)cc2C)cc1OC	1	5	-1
-7	2	-2.5	8	11	-2.1	O=C(Nc1ccc(S(=O)(=O)N2CCCCC2)cc1)C1CCCO1 (centres undefined)	3	-2	4
-3	-26	-3.8	-9	-9	-2.9	COc1ccc(C(=O)N[C@H](C(=O)Nc2nc3c(s2)CCCC3)C(C)C)cc1	1	-1	0
-6	-14	-1.3	-10	1	-1.1	CCOC(=O)/C=C/C(=O)OCC(=O)Nc1ccc(OC)c(Cl)c1	-9	-2	7
-11	-7	-3.2	-3	-4	-2.6	COc1ccc(N(CC(=O)NC2CCCCC2)C(=O)c2ccc(C)s2)c(OC)c1	-4	2	2
-5	-21	-3.9	3	1	-3.0	CS(=O)(=O)N1CCC(C(=O)NCc2ccco2)CC1	-4	2	-12
-5	-1	-3.5	7	-7	-3.5	Cc1ccccc1OCC(=O)OCC(=O)c1ccc(OCc2ccccc2)cc1	-2	-2	-19
-7	-10	0.7	-2	0	-2.3	NC(=O)C1CCN(C(=O)CSc2nc(O)cc(=O)[nH]2)CC1	0	-3	-3
-8	3	-1.3	4	4	-1.6	O=C(Nc1ccccc1Br)C1CCCN1S(=O)(=O)c1cccc2nsnc12 (centres undefined)	-9	3	2
-1	-8	-1.7	14	6	0.2	Cc1cc(=O)oc2cc(OCC(=O)OC(C)C(=O)NC3CCCC3)ccc12 (centres undefined)	2	-1	8
-5	2	.	.	.	.	CC[C@H](C)[C@@H](C(=O)NCCCCCCCCCCC(=O)N1CCNCC1)n1cc(CCCCCN)nn1	-6	2	.
-2	3	.	.	4	.	C/C=C(/C)C(=O)Nc1cccc(C2=NOC3(C2)C[C@@H](C(N)=O)N(C(=O)[C@H]2CCC(=O)N2)C3)c1 (some centres undefined)	8	4	26

Single records, from the list above:
O=C(NCCNc1ccc([N+](=O)[O-])cc1)c1cccc(Br)c1 reads GalR3 antag: -2; CRFR2-BP antag: -11; VIM-2 inh: -3.1; HCV NS3 hel inh: 3; p-CIP stab down: 9; IMP-1 inhibitor: -2.8; IDE cell inh: 9; IDE act: -5; UBC9 SUMO inh: 0
OC1(c2cccc(C(F)(F)F)c2)CCN(Cc2nnnn2CCc2ccccc2)CC1 reads GalR3 antag: -4; CRFR2-BP antag: -1; VIM-2 inh: -0.5; HCV NS3 hel inh: -6; p-CIP stab down: -25; IMP-1 inhibitor: -2.9; IDE cell inh: 3; IDE act: -1; UBC9 SUMO inh: 2
